Screening data (PubChem)
PTHR1 agonist: activates the human parathyroid hormone receptor PTHR1; Potency, µM (series often up to 115 µM), for the others: top-dose activation, hits mostly activators; HEK293 GP2 PTHR1 cells, GloSensor cAMP luminescence, 1 h; hit rate 0.075% among 410,000; Q03431; note: potency is the fitted concentration of half-maximal effect; nearly all actives have a fitted effect of over 55% in size; some results filed as inactive show a strong effect at the top dose; inactives centre near -15; many of its hits are not listed in these tables
Target sequence (Q03431 whole entry, looked up): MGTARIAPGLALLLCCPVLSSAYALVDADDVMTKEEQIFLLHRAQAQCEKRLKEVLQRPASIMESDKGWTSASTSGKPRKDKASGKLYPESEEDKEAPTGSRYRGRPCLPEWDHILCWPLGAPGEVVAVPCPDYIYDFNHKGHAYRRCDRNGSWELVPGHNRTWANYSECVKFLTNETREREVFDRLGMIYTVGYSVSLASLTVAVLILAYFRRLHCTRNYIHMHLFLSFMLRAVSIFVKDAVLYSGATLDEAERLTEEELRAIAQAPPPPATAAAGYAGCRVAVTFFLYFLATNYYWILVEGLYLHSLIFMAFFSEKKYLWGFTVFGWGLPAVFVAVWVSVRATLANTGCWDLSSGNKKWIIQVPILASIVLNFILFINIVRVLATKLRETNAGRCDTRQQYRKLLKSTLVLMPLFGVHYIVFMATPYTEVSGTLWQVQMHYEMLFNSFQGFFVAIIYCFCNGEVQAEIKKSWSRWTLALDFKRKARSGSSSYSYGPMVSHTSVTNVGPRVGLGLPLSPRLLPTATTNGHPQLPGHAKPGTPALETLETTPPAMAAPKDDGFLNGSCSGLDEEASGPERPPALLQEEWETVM
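HEK-293-derived GP2 cells expressing PTHR1 and a GloSensor cAMP reporter, 3,000/well, plated overnight, given luciferin plus IBMX (each 0.5 mM as added) for 1 h at 37 °C, then compound for 1 h at 37 °C. Luminescence was read after 15 min at room temperature.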
aSyn yeast inh: alpha-synuclein toxicity inhibition in yeast; Potency, µM (titrated, usually from 46.1 µM), without a hit: at the top dose growth rescue (activation), actives largely listed as activators; Yeast expressing alpha-synuclein, growth rescue, BacTiter-Glo, 24 h; hit rate 0.14% among 370,000; note: potency is the fitted concentration of half-maximal effect; % of control where 0% means no effect; nearly all actives have a fitted effect of over 65% in size
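Readout is rescue of growth in alpha-synuclein-expressing yeast, so inhibitors of toxicity appear as activators. Growth after 24 hr at 30 deg C in galactose medium is quantified by luminescence.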
Akt phos inh: blocks phosphorylation of Akt; hit rate 0.32% among 360,000; Neuro2A IGF-stimulated pAkt S473 HTRF, 20 min; hits give low values; activity change, % for hits at 50 µM; in the data active = activity change below about -80%; inconclusive = mostly about -51% to -80%; note: % is set by controls: 0 for no effect and ±100 for the full control effect
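Single-point screen (50 µM final compound) in Neuro2A cells stimulated 20 min with 6 nM IGF at 37 deg C. After lysis, Ser473-phosphorylated Akt read by HTRF (ex 330 nm, em 615/665 nm) as the 665/615 ratio.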
FUS suppressor: FUS proteinopathy suppression in yeast. S. cerevisiae FUS-expressing, growth rescue, OD600, 24 h. Potency, µM (series often up to 76.6 µM), inactives show top-dose growth rescue (activation), most hits filed as activators. hit rate 0.24% among 390,000. AID 1347120;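 note: potency is the fitted concentration of half-maximal effect; plate controls were DMSO vehicle for no effect and reference control for full effect; nearly all actives have a fitted effect of over 55% in size; some results filed as inactive show a strong effect at the top dose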
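Toxicity suppression screen in FUS-yeast. Cells induced with 2% galactose, starting OD 0.005, treated 24hr at 30C with compounds at multiple final concentrations; growth by OD600.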
Abeta rescue: restores growth of yeast expressing A-beta42 peptide. Potency, µM (titrated, usually from 46.1 µM), inactives show top-dose growth rescue, usual class: activators. AID 1347071. yeast expressing A-beta42, growth rescue, OD600, 48 h; response scale: 0% DMSO, 100% iron-clioquinol control. hit rate 0.063% among 410,000; note: potency is the fitted concentration of half-maximal effect; nearly all actives have a fitted effect of over 55% in size
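Yeast growth medium received pinned compounds, then yeast cells expressing toxic A-beta were added; plates incubated at 30 C for 48 hr. Growth read as absorbance at 600 nm, normalized to DMSO and equimolar FeCl3 plus clioquinol controls.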
GLP-1R agonist: agonists of human GLP-1 receptor | P43220 | HEK293 GLP-1R CRE-luciferase, luminescence, 4-6 h; cells express a hypersensitive GLP-1R form | Potency, µM (titrated, usually from 45.6 µM), inactives show at the top dose activation, hits mostly activators | hit rate 0.007% among 380,000; note: potency is the fitted concentration of half-maximal effect; % of control where 0% means no effect
GLP-1R inv ag: inverse agonists of human GLP-1 receptor; P43220; HEK293 GLP-1R CRE-luciferase, luminescence, 24 h; GLP-1R form is constitutively active; Potency, µM (top dose mostly 38.3 µM), without a hit: at the top dose activity change, negative = inhibition, usual class: inhibitors; hit rate 1.6% among 410,000; note: potency is the fitted concentration of half-maximal effect; % is set by controls: 0 for no effect and ±100 for the full control effect; nearly all actives have a fitted effect of over 55% in size
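Inverse agonism was detected as reduced cAMP-driven luciferase luminescence after 24 h compound treatment. The cells were HEK293 clones expressing constitutively active human GLP-1R with the reporter. Reporter-only and GPR119 cell lines served as counterscreen controls.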
TDP-43 yeast inh: inhibitors of TDP-43 toxicity in yeast; TDP-43 expressing yeast growth rescue, BacTiter-Glo, 24 h; Potency, µM (doses to about 46.1 µM), for the others: at the highest dose growth rescue (activation), actives largely listed as activators; hit rate 1.8% among 410,000; note: potency is the fitted concentration of half-maximal effect; % of control where 0% means no effect; nearly all actives have a fitted effect of over 50% in size
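In this qHTS, compounds that restore growth of yeast expressing TDP-43 appear as activators. Cells (OD600=0.02, galactose medium, raffinose-pregrown) are incubated with compound 24 hr at 30 deg C and growth is quantified by BacTiter-Glo.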
DRD3 antagonist: blocks the human D3 dopamine receptor | P35462 | D3R cells, DiscoveRx beta-arrestin luminescence, antagonist mode; hits give low values | max response, negative = inhibition, % | hit rate 2.5% among 360,000 | AID 652054; in the data active = max response below about -50%; inconclusive = no clear call, values can overlap the other calls; note: % is set by controls: 0 for no effect and ±100 for the full control effect; mostly tested at two doses, the higher about 12 µM
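Cells plated overnight at 1500 cells/well, then exposed to library compounds with dopamine controls for 90 minutes at 37 degrees C. DiscoveRx reagent added for 30–60 minutes at room temperature; luminescence read, quantitative HTS format.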
Numbers without * were called inactive; i = inactive; ? = inconclusive; . = not tested or not shown; [ ] = another dose, or the depositor's remark. Unless noted, calls come from the whole dose curve; as a rule, active = well fitted curve in the direction sought with a large enough effect; inconclusive = small, poorly fitted or top-dose-only effect, or another doubt; inactive = no such curve, though single readings can be large; an effect the other way counts as inactive or inconclusive. Only part of the results is shown; the hit share may differ from the screen's.

(1) Cc1nc2ccn(Cc3ccccc3)c(=O)c2cc1C(=O)N1CCN(c2ccccc2F)CC1
(2) Cc1nc(-c2cccc(NC(=O)c3ccco3)c2)cs1
(3) COc1cc(/C=C(/C#N)C(=O)NC(C)c2ccccc2)cc(OC)c1O (stereo unspecified)
(4) Cc1cc(NC(=O)CSc2nc(C(C)C)nc3sc4c(c23)CCCC4)no1
(5) NC(=O)CC(NC(=O)Cc1cccc2ccccc12)c1ccc(NC2CCCCCCC2)c([N+](=O)[O-])c1 (stereo unspecified)
(6) CCc1cccc(N(CC(=O)NC2CCCCC2)C(=O)c2csnn2)c1
screen / no.,1,2,3,4,5,6
PTHR1 agonist,-21%,i,-26%,i,-21%,i
aSyn yeast inh,.,-12%,2%,2%,-2%,0%
Akt phos inh,.,i,i,i,i,i
FUS suppressor,?,-2%,12%,-8%,-11%,-11%
Abeta rescue,3%,-9%,-4%,3%,-2%,-9%
GLP-1R agonist,.,12%,6%,-3%,13%,6%
GLP-1R inv ag,-24%,8%,-7%,6%,1%,-12%
TDP-43 yeast inh,?,21%,5%,-15%,14%,-20%
DRD3 antagonist,.,-19,-10,8,-61*,1

(7) Cc1ccc(C(=O)/C=C/Nc2ccc([N+](=O)[O-])cc2Br)cc1
(8) Cc1ccc(-c2nnc3ccc(SCC(=O)Nc4cc(C)on4)nn23)cc1
(9) Cc1ccc(-c2nc(-c3cccnc3)no2)c(C)c1
(10) Cc1ccccc1NC(C)C(=O)N/N=C/c1ccccc1OCc1cccc(Br)c1 (stereo unspecified)
(11) NS(=O)(=O)c1ccc(CCNC(=O)CC(c2ccccc2)c2ccccc2)cc1
(12) C[C@H](CO)N1C[C@H](C)[C@@H](CN(C)Cc2ccccc2)Oc2c(NC(=O)c3ccncc3)cccc2C1=O
screen / no.,7,8,9,10,11,12
PTHR1 agonist,i,i,-14%[57.5 µM],-14%[57.5 µM],-24%,i
aSyn yeast inh,3%,-2%,-5%,9%,1%,1%
Akt phos inh,i,i,i,i,i,i
FUS suppressor,-22%,15%,17%,29%,18%,-5%
Abeta rescue,4%,6%,-22%,?,11%,-5%
GLP-1R agonist,0%,6%,5%,-6%,0%,20%
GLP-1R inv ag,26%,-2%,33%[activator],?,-7%,10%
TDP-43 yeast inh,19%,-8%,-3%,-6%,-6%,10%
DRD3 antagonist,19,20,22,9,-7,16

Single values from above.
For DRD3 antagonist, C[C@H](CO)N1C[C@H](C)[C@@H](CN(C)Cc2ccccc2)Oc2c(NC(=O)c3ccncc3)cccc2C1=O has 16
For DRD3 antagonist, Cc1ccccc1NC(C)C(=O)N/N=C/c1ccccc1OCc1cccc(Br)c1 (stereo unspecified) has 9

Next structures
(13) O=C(NNC(=O)c1ccccc1OCc1ccc(F)cc1)c1ccccc1O
(14) CCOC(=O)Cn1c(CN2CC(C)OC(C)C2)nc2c1c(=O)n(C)c(=O)n2C (stereo unspecified)
(15) COc1ccccc1N1CCN(C(=O)c2noc(C(C)C)c2[N+](=O)[O-])CC1
(16) COc1ccccc1N(CC(=O)NC(C)(C)C)S(=O)(=O)c1cccs1
(17) COc1cc(OC)c2c(c1)C(=O)OC2
(18) C=CC1(C)CN(Cc2ccco2)S(=O)(=O)c2c(F)cccc2O1 (stereo unspecified)
(19) Cc1ccc2[nH]c(C)c(CC(=O)O)c2c1
(20) COc1ccc([C@H]2C=C(C(=O)O)O[C@@H](OCc3ccc(CO)cc3)C2)cc1
screen / no.,13,14,15,16,17,18,19,20
PTHR1 agonist,-28%,-24%,i,i,i,-22%,i,17%
aSyn yeast inh,6%,0%,-3%,-1%,0%,2%,7%,3%
Akt phos inh,i,i,i,i,i,i,i,i
FUS suppressor,.,43%,8%,21%,.,3%,33%,-21%
Abeta rescue,6%,-2%,9%,5%,2%,2%,-24%,4%
GLP-1R agonist,-5%,4%,-6%,5%,-6%,-2%,-5%,-5%
GLP-1R inv ag,?,1%,-27%,10%,4%,-14%,0%,?
TDP-43 yeast inh,1%,16%,?,0%,20%,?,-15%,10%
DRD3 antagonist,16,18,-4,-24,5,23,-15,10

Structures above that contain an aryl methoxy group, in the order listed:
(3) COc1cc(/C=C(/C#N)C(=O)NC(C)c2ccccc2)cc(OC)c1O (stereo unspecified)
(15) COc1ccccc1N1CCN(C(=O)c2noc(C(C)C)c2[N+](=O)[O-])CC1
(16) COc1ccccc1N(CC(=O)NC(C)(C)C)S(=O)(=O)c1cccs1
(17) COc1cc(OC)c2c(c1)C(=O)OC2
(20) COc1ccc([C@H]2C=C(C(=O)O)O[C@@H](OCc3ccc(CO)cc3)C2)cc1
screen / no.,3,15,16,17,20
PTHR1 agonist,-26%,i,i,i,17%
aSyn yeast inh,2%,-3%,-1%,0%,3%
Akt phos inh,i,i,i,i,i
FUS suppressor,12%,8%,21%,.,-21%
Abeta rescue,-4%,9%,5%,2%,4%
GLP-1R agonist,6%,-6%,5%,-6%,-5%
GLP-1R inv ag,-7%,-27%,10%,4%,?
TDP-43 yeast inh,5%,?,0%,20%,10%
DRD3 antagonist,-10,-4,-24,5,10
